ADAM10 inh = inhibits human ADAM10; hit rate 0.62% among 370,000; inhibition, % at 7 µM; O14672; recombinant ADAM10, EDANS/DABCYL FRET peptide cleavage, 3 h; AID 720582;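 active means inhibition above a per-campaign cutoff equal to the mean of compounds falling between control-based bounds plus 3 SD, cut at about 20% in these data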;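 further: 0% = DMSO wells while the 100% control is not disclosed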
ADAM17 inh = ADAM17 inhibition, QFRET primary screen. P78536. recombinant ADAM17, EDANS/DABCYL FRET peptide cleavage. inhibition, % at 6.95 µM. hit rate 0.83% among 370,000;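 active means inhibition above the mean of compounds lying between control limits plus 3 SD, set per campaign, cut at about 8.5% in these data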;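 further: 0% = DMSO-only wells as the low control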
PLCg1 inh = PLC-gamma1 (human) inhibition, primary screen. AID 720700. hit rate 0.84% among 370,000. P19174. inhibition, % at 12.2 µM. purified PLC-gamma1, fluorogenic substrate, fluorescence; in the data active means inhibition above about 9.5%
ARFGAP1 inhibitor = inhibitors of rat ARFGAP1; Q62848; AID 651572; hit rate 0.26% among 360,000; inhibition, % at 16.5 µM; Arfgap1-stimulated ARF1 GTP hydrolysis, GDP FP detection;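 active means inhibition above a per-plate limit, mean inhibition of low control wells plus 3 SD, cut at about 25% in these data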;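 further: 0% = DMSO wells with enzyme and 100% = wells lacking Arfgap1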
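Assay system: purified rat His6-Arfgap1 residues 1-136 (GAP domain); Reagent: human Δ17 ARF1 bound to GTP; Dosing: 16.5 µM single point, 1.26% DMSO; Times: GTP hydrolysis reaction 2 h at 25 °C; Signal: FP, GDP Alexa 633 tracer displaced from anti-GDP antibody, 620/688 nm; Measure: % inhibition from polarization.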
TDP2 inh = TDP2 (human) inhibition, absorbance primary screen | O95551 | recombinant TDP2, T5PNP hydrolysis, p-nitrophenol absorbance 415 nm | inhibition, % at 12.8 µM | hit rate 0.34% among 370,000 | AID 720702;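 active means inhibition above the mean of all tested compounds plus 3 SD, set per campaign, cut at about 25% in these data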;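 further: 0% = DMSO with enzyme and 100% = buffer with substrate but no TDP2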
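System: recombinant human TDP2 / Amount: 120 nM TDP2 per well / Also added: 5 mM T5PNP chromogenic substrate / Doses: 12.8 µM single point, 1% DMSO / Incubation: 2 h at 37 °C / Detection: p-Nitrophenol epi absorbance / Evaluation: % inhibition relative to enzyme-containing and enzyme-free wells / Repeats: singlicate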
PLC-beta3 inh = inhibitors of human phospholipase C beta3; Q01970; Purified PLC-beta3, fluorogenic substrate, fluorescence; inhibition, % at 12.2 µM; hit rate 0.18% among 370,000; in the data active means inhibition above about 11%;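 further: 0% = median of compound wells on plate and 100% = full blocker control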
Target sequence (Q01970 whole entry, looked up): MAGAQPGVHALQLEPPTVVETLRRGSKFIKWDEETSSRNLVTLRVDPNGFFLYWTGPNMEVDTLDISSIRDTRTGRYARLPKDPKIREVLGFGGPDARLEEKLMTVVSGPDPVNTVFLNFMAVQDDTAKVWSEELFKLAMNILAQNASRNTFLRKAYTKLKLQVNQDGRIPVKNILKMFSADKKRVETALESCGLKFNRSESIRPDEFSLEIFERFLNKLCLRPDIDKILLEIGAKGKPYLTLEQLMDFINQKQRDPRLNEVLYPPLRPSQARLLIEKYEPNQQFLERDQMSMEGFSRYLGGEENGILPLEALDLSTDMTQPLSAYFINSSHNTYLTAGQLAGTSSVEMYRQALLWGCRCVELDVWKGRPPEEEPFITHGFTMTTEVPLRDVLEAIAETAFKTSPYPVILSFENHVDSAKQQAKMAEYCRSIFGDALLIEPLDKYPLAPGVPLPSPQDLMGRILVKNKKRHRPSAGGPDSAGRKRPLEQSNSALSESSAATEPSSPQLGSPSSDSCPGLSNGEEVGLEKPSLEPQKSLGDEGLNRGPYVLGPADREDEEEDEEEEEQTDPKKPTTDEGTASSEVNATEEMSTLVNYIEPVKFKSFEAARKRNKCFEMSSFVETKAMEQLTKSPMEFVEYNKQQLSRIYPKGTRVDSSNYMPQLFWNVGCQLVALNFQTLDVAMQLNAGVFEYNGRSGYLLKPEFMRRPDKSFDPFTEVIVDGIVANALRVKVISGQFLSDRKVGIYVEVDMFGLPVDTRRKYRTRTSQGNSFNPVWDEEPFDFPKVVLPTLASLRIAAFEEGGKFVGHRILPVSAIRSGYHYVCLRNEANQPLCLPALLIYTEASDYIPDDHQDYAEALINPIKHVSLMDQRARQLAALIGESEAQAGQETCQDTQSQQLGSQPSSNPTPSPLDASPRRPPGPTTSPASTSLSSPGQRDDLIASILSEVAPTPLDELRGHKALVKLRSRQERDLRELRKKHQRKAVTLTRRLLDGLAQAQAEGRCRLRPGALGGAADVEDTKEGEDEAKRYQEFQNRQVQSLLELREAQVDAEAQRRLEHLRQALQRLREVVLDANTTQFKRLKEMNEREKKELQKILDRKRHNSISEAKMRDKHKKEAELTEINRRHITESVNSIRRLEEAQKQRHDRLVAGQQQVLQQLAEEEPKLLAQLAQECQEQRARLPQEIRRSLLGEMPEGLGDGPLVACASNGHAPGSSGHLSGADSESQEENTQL
DDE Tn7 FP inh = disrupts Tn7 cyclic peptide binding to fibrin D-Dimer-E complex. P02675. FP displacement of FITC-Tn7 peptide from fibrin DD(E); 0% = median of compound wells per plate. inhibition, % at 8.3 µM. hit rate 0.13% among 370,000. AID 720508;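 active means inhibition above the mean of compounds falling within the control limits plus 3 SD of them, cut at about 14% in these data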;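 further: 0% = plate median of compound wells and 100% = 10 µM Aha-Tn7 peptide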
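assay system = human clot-derived fibrin DD(E) complex | quantity = Fibrin-DD(E) at 2 µM final | timing = 10 min preincubation, 3 h with tracer, room temperature | signal = fluorescence polarization | measure = percent inhibition | benchmarks = high control wells with 10 µM unlabelled Aha-Tn7 peptide (full inhibition) | replicates = singlicate testing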
ASAP1 GAP inh = blocks human ASAP1-stimulated Arf1 GTP hydrolysis; Q9ULH1; GDP FP detection; inhibition, % at 16.5 µM; hit rate 0.19% among 360,000; in the data active means inhibition above about 25%;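 further: 0% = vehicle with enzyme and substrate and 100% = no enzyme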
DDE Tn6 FP inh = DD(E)-Tn6 binding inhibition, primary FP screen; inhibition, % at 8.3 µM; Fibrin DD(E) TRITC-Tn6 fluorescence polarization displacement; P02675; hit rate 0.21% among 370,000;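 active means inhibition above a per-campaign cutoff: mean of compounds within control limits plus 3 SD, cut at about 15% in these data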;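 further: 0% = median of all compound wells on the plate and 100% = blocking peptide control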
SIAE inh = human SIAE inhibition, primary screen; Q9HAT2; SIAE FP-Rh probe binding, fluorescence polarization; inhibition, % at 9.66 µM; hit rate 0.69% among 370,000; AID 1053197;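 active means inhibition above a cutoff: mean of compounds within the control limits plus 3 SD of those, cut at about 17% in these data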;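 further: 0% = plate median of compound wells and 100% = probe without SIAE protein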
Numbers without * were called inactive; i = inactive; / = no result given; & = joins results of further samples.

SMILES	ADAM10 inh	ADAM17 inh	PLCg1 inh	ARFGAP1 inhibitor	TDP2 inh	PLC-beta3 inh	DDE Tn7 FP inh	ASAP1 GAP inh	DDE Tn6 FP inh	SIAE inh
CN(C)C(=O)CCc1ccc2c3c([nH]c2c1)[C@]1(C)[C@@H](C(=O)N2CCCCC2)C[C@H](CC(=O)NCC24CC5CC(CC(C5)C2)C4)C(=O)N1CC3	-15	3	7	-4	-13	-7	-3	2	-6	-5
COc1cccc(CNC(=O)COC(=O)c2cc(Br)c(Br)s2)c1	4	2	-2	-10	5	-4	9	2	6	0
O=C(COC(=O)/C=C/c1ccc(F)cc1)NC1CCCC1	-13	4	-2	9	-3	-9	-2	-3	-1	-4
CC(C)C(NC(=O)OCc1ccccc1)C(=O)OCC(=O)NC1CC1 (stereo not drawn)	0	-3	0	12	11	2	1	4	5	1
COc1cccc(NC(=S)N(CCC(C)C)C(C)c2ccncc2)c1 (stereo not drawn)	-1	-3	-2	-9	12	-2	4	-3	6	5
COc1ccc(C(=O)COC(=O)C2CCN(c3ccc(C(F)(F)F)cn3)CC2)c(OC)c1	0	0	-1	2	4	-7	3	-6	-1	-3
O=S(=O)(Cc1nc2ccccc2s1)c1ccccc1	13	2	6	9	-6	3	-1	7	5	-2
CC(C)c1ccc2c(c1)CC[C@H]1[C@](C)(CN)CCC[C@]21C	-8&-7	-8&-3	4&-1	5&-1	-1&9	3&0	-7&2	7&11	-4&2	-5&-3
CCOc1ccccc1OCCCC(=O)NCCc1ccc(S(N)(=O)=O)cc1	-1	1	3	-4	3	-1	-1	0	-6	-5
CC1(C(=O)NC2CCN(Cc3ccccc3)CC2)CCN1Cc1cc2ccccc2o1 (stereo not drawn)	1	0	0	-7	0	4	-2	-4	-6	4
C[C@H](CO)N1C[C@H](C)[C@H](CN(C)S(=O)(=O)c2cccc(C#N)c2)OCc2cnnn2CCCC1=O	-2	-1	0	-3	6	1	-1	-5	6	7
CC(C)C(=O)Nc1ccc(-c2nc3ncccc3o2)cc1	i	-420	-128	0	2	-144	-3	-5	7	3
CCOc1ccc(C(CC(=O)O)NC(=O)C(CC)c2ccccc2)cc1 (stereo not drawn)	1	0	1	1	10	4	6	1	-6	5
C=CC1C(OC2OC(CO)C(O)C(O)C2O)OC=C(C(=O)OC)C1CC1CC(=O)CC(CC(=O)CCc2ccc(O)cc2)O1 (stereo not drawn)	-14	-1	-2	4	4	2	10	1	12	4
Cc1ccc(NC(=O)CCc2c(C)nn(-c3ccc(N4CCCCC4)nn3)c2C)cc1F	-8	5	-5	8	-14	-13	0	4	3	0
COc1ccc(N(CN2C(=O)C3C4C=CC(C4)C3C2=O)C(=O)c2ccco2)cc1 (stereo not drawn)	3	-2	5	-3	-2	-1	1	-4	5	8
CC(C)CNS(=O)(=O)c1ccc(CCC(=O)NCc2ccc(Cl)cc2)cc1	-9	-1	7	9	-22	-6	0	0	-1	-4
COCCSc1nnc(-c2cccnc2)n1Cc1ccccc1	2	1	-1	/	-7	1	0	/	-1	-4
O=C1N(c2ccccc2C(F)(F)F)O[C@]1(c1ccccc1)C1CCCCC1	7	-5	2	-5	9	1	0	1	2	3
COc1ccc(OC)c(S(=O)(=O)Nc2ccc3c(c2)n(C)c(=O)n3C)c1	-4	0	0	9	16	-6	-8	8	-2	9
O=C(NC(=S)Nc1ccc(S(=O)(=O)Nc2nccs2)cc1)c1ccc(Br)o1	6	-1	1	2	4	-6	-10	-5	-1	-5
Cc1cccnc1NC(=O)COc1ccc2oc3c(c2c1)CCCC3	82*	-3	-3	8	-3	-3	-7	9	0	1
CC(C)(C)OC(=O)N(Cc1ccccc1)Cc1cccc(OCc2cccc(NC(=O)C3CC3)c2)c1	7	6	-2	1	-2	1	0	9	-1	-26
CCOc1ccc(/C=C2\SC(=S)N(NS(=O)(=O)c3ccc(C)cc3)C2=O)cc1OC	12	2	-3	3	-7	-7	-5	-5	-7	-11
CCCCOc1ccc(/C=C/C(=O)OCC(=O)c2c(N)n(C)c(=O)n(C)c2=O)cc1OCC	8	-2	1	4	8	2	-2	8	-5	4
Cc1cc(C)c2c(=O)n3c(nc2c1)C(Cc1ccc(O)cc1)NC(=O)c1cc2ccccc2cc1-3 (stereo not drawn)	23*	8	0	8	-4	-1	1	-13	10	-61
Cc1ccc(Cn2nnc3c(=O)[nH]c(C4CCCN(C(=O)c5ccco5)C4)nc32)cc1 (stereo not drawn)	4	-2	1	8	9	-7	-2	0	3	-6
CC(C)OCCCN1CN(S(=O)(=O)c2ccccc2)c2nc3ccccc3nc21	-145	-40	-26	18	-6	-27	0	-9	4	0
CCCCc1nnc(NC(=O)CS(=O)(=O)Cc2ccccc2)s1	-1	2	-1	-17	2	-8	-2	8	-9	-7
O=C(c1ccc(C(F)(F)F)cc1)N1CCCCC1	-5	-7	-1	1	4	2	-3	1	-1	6
O=C(Cn1c(=O)c2cccn2c2cccnc21)N1CCN(c2ccccc2F)CC1	-26	-6	-6	6	2	-5	6	-10	0	-4
O=[N+]([O-])c1ccc(Sc2ncccn2)c([N+](=O)[O-])c1	3	1	12*	2	-5	2	0	-2	1	1
CN(C)c1ccc(C(CNC(=O)c2ccccc2Br)c2c[nH]c3ccccc23)cc1 (stereo not drawn)	0	0	1	9	-2	1	6	10	0	4
CCn1c(SC)nc2c(c1=O)SC(C)C2 (stereo not drawn)	4	-3	2	8	9	3	8	-3	1	13
CCCNC(=O)CN(C1CCCCC1)S(C)(=O)=O	-16	-7	3	0	-5	3	0	-11	-1	2
COC(=O)c1ccc(CNC(=O)CSc2nc3sc(C)c(C)c3c(=O)n2C)o1	6	1	2	4	9	5	3	2	4	-4
O=C(CSc1nnc(Cc2ccccc2)c(=O)[nH]1)Nc1ccccc1	-3	-1	-1	9	8	-12	-7	-1	-1	-5
Cc1ccccc1CNC(=O)Cc1cccs1	-7	-3	0	7	-5	0	0	0	-1	1
Cc1cccc(OCC(=O)N(C)CCc2ccccn2)c1	6	3	8	-3	-8	11*	-2	-9	0	-1
CC(NC(=O)c1ccc(Br)o1)C1CC2CCC1C2 (stereo not drawn)	5	0	-1	-8	-11	-7	-1	0	7	1
CCOC(=O)C1C(=O)C(=O)N(C(C)C)C1C(=O)OCC (stereo not drawn)	-9	0	1	6	5	1	1	8	3	1
CC(C)OC(=O)c1c(F)c(F)c(N2CCOCC2)c(F)c1F	1	0	1	3	6	5	-1	-10	3	4
CCC[C@@H](CN1CCC[C@H]1CN1C(N)=NC[C@H]1CC(C)C)N1C[C@@H]([C@H](C)CC)N(CCCC2CCCC2)C1=N	-2	-2	6	0	6	10	3	-14	0	9
O=C(Nc1ccccn1)Nc1ccccc1Cl	0	-4	-1	6	-12	-4	3	-12	0	-4
Cc1cc(Oc2ccc(=O)[nH]n2)nc(Cl)n1	-1	-4	2	3	-1	-8	-4	3	-3	0

Complete entries from above.
COC(=O)c1ccc(CNC(=O)CSc2nc3sc(C)c(C)c3c(=O)n2C)o1 as listed: ADAM10 inh = 6; ADAM17 inh = 1; PLCg1 inh = 2; ARFGAP1 inhibitor = 4; TDP2 inh = 9; PLC-beta3 inh = 5; DDE Tn7 FP inh = 3; ASAP1 GAP inh = 2; DDE Tn6 FP inh = 4; SIAE inh = -4
O=[N+]([O-])c1ccc(Sc2ncccn2)c([N+](=O)[O-])c1 as listed: ADAM10 inh = 3; ADAM17 inh = 1; PLCg1 inh = 12*; ARFGAP1 inhibitor = 2; TDP2 inh = -5; PLC-beta3 inh = 2; DDE Tn7 FP inh = 0; ASAP1 GAP inh = -2; DDE Tn6 FP inh = 1; SIAE inh = 1

The listing continues.
SMILES	ADAM10 inh	ADAM17 inh	PLCg1 inh	ARFGAP1 inhibitor	TDP2 inh	PLC-beta3 inh	DDE Tn7 FP inh	ASAP1 GAP inh	DDE Tn6 FP inh	SIAE inh
O=C1NC2(CCCC2)Oc2ccccc21	5	0	-1	-8	-9	5	-6	7	-1	-6
COc1ccccc1CN(C)C(=O)c1cc2ccccc2o1	6	-1	-5	1	2	-13	5	4	5	-4
COc1ccc(NC(=O)c2ccccc2N(Cc2ccccc2)S(C)(=O)=O)cc1OC	12	0	2	1	-11	2	0	1	-1	2
CC(C)CC(NC(=O)c1ccccc1)C(=O)N/N=C/c1ccco1 (stereo not drawn)	-2	-1	-4	-5	-5	-3	4	-1	4	-1
[O-][n+]1onc2c1CCC1N(O)C(c3ccccc3)CC21O (stereo not drawn)	-8	-6	-1	0	6	0	0	-6	6	3
CCOc1ncccc1C(=O)Nc1nc(C(C)(C)C)cs1	2	5	-3	-2	-21	-3	0	-2	10	-10
CC(C)(C)c1nnc(NC(=O)c2cc(-c3ccccc3)nc3ccccc23)s1	3	-5	0	11	7	-1	2	1	-8	-2
NC(=O)c1cccc(C(N)=O)n1	1	-4	2	-1	-1	-3	5	4	1	-3
Cc1ccc(NCc2nnc(SCC(=O)N(Cc3ccccc3)C(C)(C)C)o2)c(C)c1	18	6	7	8	-10	6	-2	-1	-11	-1
CCc1nc2c(OCc3cccc(Cl)c3)cccn2c1N(C)C(=O)c1ccncc1	1	0	0	-7	-2	-3	-2	-7	11	0
COc1cc(OC)cc(C(=O)Nc2ccc(C(=O)Nc3ccccc3OC)cc2)c1	-6	-1	-4	7	-6	-13	0	-1	-3	2
CCCc1ccc2oc(C(=O)NCc3nnc(C)o3)c(C)c2c1	-3	1	1	-3	-2	-3	-1	-5	-4	1
COc1ccc(C(=O)OCC(=O)NCc2ccc3c(c2)OCO3)cc1S(=O)(=O)N1CCOCC1	-1	-1	0	-1	-12	2	-6	2	-5	-3
COc1ccc(C2C(C(=O)C(C)(C)C)=C(O)C(=O)N2Cc2ccccc2)cc1 (stereo not drawn)	-6	0	1	0	5	3	-3	-7	7	-1
CN(CC(=O)Nc1ccccc1Cl)C(=O)c1ccc(-c2cccc(C(F)(F)F)c2)o1	8	-1	-8	10	-12	-19	5	4	-1	-4
COC(=O)C1OCOC2C(C(=O)OC)OCOC12 (stereo not drawn)	-1	-4	-2	7	-1	5	1	-4	1	-3
COc1ccc([C@H]2/C=C\CN(C(=O)C3CCCC3)[C@@H](C)C(=O)N2Cc2ccc(F)cc2)cc1	-3	-1	0	9	3	-2	-2	-15	-3	0
CC1(C(=O)NS(=O)(=O)C2CC2)CCCN(C(=O)C2(c3ccc(Cl)cc3)CCCC2)C1 (stereo not drawn)	-7	-6	0	-7	7	0	1	-6	-4	-5
O=C1c2ccccc2S(=O)(=O)c2cc(N3CCN(c4ccccn4)CC3)ccc21	0	-2	-6	2	7	-11	-2	4	1	-5
